Assay outcomes from PubChem BioAssay.
ABCB6 inh MLPCN – inhibitors of human ABC transporter ABCB6 | 360,000 tested, 0.19% active | fluorescence ratio to DMSO, % at 10 µM | Q9NP58 | K562-ABCB6 porphyrin accumulation, flow cytometry, 1 h; stronger effect = lower value;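 active means fluorescence ratio to DMSO below 75%, the collection mean minus 3 SD; inconclusive means too few cells collected in the well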;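 further: signal is porphyrin accumulated inside mitochondria; 100% equals median channel fluorescence of DMSO control wells; lower ratio means ABCB6 inhibition with less porphyrin fluorescence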
aDG glyco up – alpha-DG glycosylation activation; 360,000 tested, 0.22% active; activation, % at 10 µM; AID 624168; Pro5-aDG cells, alpha-DG glycosylation AlphaScreen (IIH6); 0% Pro5, 100% B10-LARGE cell signal;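 active means activation of at least 8% versus controls, or a plate z-score of at least 8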;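 further: Pro5 are CHO cells carrying HIG-tagged alpha-DG that lacks glycosylation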
CaV13 ICDI inh – Disruptors of the CACNA1D IQ motif to Ca2+-dependent inactivation inhibitor domain association, primary screening, Förster resonance energy transfer in intact living … | inhibition, % at 12.3 µM | 340,000 tested, 0.098% active | HEK cells, CFP/YFP FRET ICDI-IQ, plate reader, 10 min; percent FRET-ratio fall versus neutral wells;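 active means mean replicate inhibition of at least 30% and at least 1% of replicates passing that level; inconclusive means only one of the two criteria is met; inactive means neither criterion is met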;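 further: 0% = median of the neutral control wells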
Cardio protect – modulators protecting cardiomyocytes from myocardial damage. H9c2 cardiomyocytes, H2O2 injury protection, ATPLite, 2 h. protection from H2O2 cell death, % at 20 µM. 360,000 tested, 0.63% active. AID 588492;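 active means compounds giving at least 50% protection of heart cells from peroxide-induced death in the single-dose screen, raw or plate-pattern-corrected value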;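 further: 0% = DMSO wells with peroxide and 100% = DMSO wells without peroxide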
MC4R ag barr – agonists of human melanocortin 4 receptor (MC4R) beta-arrestin | U2OS MC4R beta-arrestin complementation, luminescence; percent of melanotan II response, DMSO zero | 360,000 tested, 0.98% active | AID 540308 | activation, % at 8.9 µM | P32245;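 active means activation above a per-plate cutoff, the mean activation of sample wells on that plate plus 3 SD, cut at about 8% in these data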
MC4R antag cAMP – blocks human MC4R cAMP signaling. P32245. MC4R-expressing cells, MTII-stimulated cAMP, LANCE TR-FRET. inhibition, % at 6.5 µM. 360,000 tested, 0.48% active. AID 540295;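 active means inhibition above its plate's cutoff, the mean of tested wells on that plate plus 3 SD, cut at about 29% in these data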;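 further: 0% = Melanotan II alone and 100% = Melanotan II plus saturating MCL0020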
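material = U2OS cells stably expressing human melanocortin 4 receptor (MC4R) | also added = Melanotan II challenge | dosing = single nominal compound dose of 6.5 µM | detection = TR-FRET with Eu-cAMP and labeled anti-cAMP, 671 nm | replication = singlicate | timing = compound 30 min, challenge 1 h, detection 1 h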
Vif inh – blocks HIV Vif function; HEK293T cells, Vif self-association by quenched fluorescence, imaging, 24 h; 340,000 tested, 0.35% active; inhibition, % at 7.49 µM; in the data active means inhibition above about 50%, passing the limit was not always enough; inconclusive means no clear call, values can overlap the other calls; inactive means below about 31%; further: some results filed as inactive read as strong as hits
m5-HT2A agonist – agonists of mouse serotonin 5-HT2A receptor (HTR2A). activation, % at 7.6 µM. 360,000 tested, 0.66% active. CHO-K1 mHTR2A beta-arrestin complementation, luminescence; percent of 30 µM serotonin response;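 active means activation above a run cutoff, the mean activation of all tested compounds plus 3 SD, cut at about 14% in these data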;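 further: 0% = plate median of compound wells and 100% = 30 µM serotonin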
Target sequence (P35363 whole entry, looked up): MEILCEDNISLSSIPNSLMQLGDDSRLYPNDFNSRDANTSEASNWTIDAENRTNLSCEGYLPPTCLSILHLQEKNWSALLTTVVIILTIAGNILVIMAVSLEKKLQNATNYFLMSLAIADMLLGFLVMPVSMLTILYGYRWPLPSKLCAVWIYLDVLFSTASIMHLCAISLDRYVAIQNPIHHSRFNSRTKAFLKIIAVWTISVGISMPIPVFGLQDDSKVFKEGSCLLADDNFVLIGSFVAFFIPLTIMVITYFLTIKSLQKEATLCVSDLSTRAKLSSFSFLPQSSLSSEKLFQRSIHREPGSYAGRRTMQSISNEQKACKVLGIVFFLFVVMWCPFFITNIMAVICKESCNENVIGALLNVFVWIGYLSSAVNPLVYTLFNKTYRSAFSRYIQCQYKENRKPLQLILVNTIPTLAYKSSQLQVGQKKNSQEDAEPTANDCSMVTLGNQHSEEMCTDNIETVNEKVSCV
Glyco luc inh – blocks N-linked glycosylation in D54 reporter cells | 360,000 tested, 0.23% active | reporter increase, % at 12.5 µM | D54 ERlucT glycosylation luciferase reporter, 24 h; percent of 100 nM tunicamycin response | AID 588692;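 active means mean luciferase reporter signal, scaled so untreated is 0 and the glycosylation-blocking control 100, at or above a set limit in every replicate; inconclusive means mean reaches the limit but not every replicate does; inactive means mean below the limit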;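 further: luciferase carries N-glycosylation sites so blocking glycosylation raises the light; 0% = median of neutral control wells and 100% = median of 100 nM tunicamycin wells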
PDI turbidity – inhibitors of human protein disulfide isomerase; P07237; PDI insulin aggregation turbidity, A650, 90 min; inhibition, % at 10 µM; 350,000 tested, 0.052% active; AID 588391;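 active means mean inhibition across replicates of 30% or more, whatever share of single replicates reach that level; inconclusive means mean inhibition below 30% while every single replicate reaches 30%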;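 further: absorbance from insulin aggregation driven by PDI reduction with DTT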
Target sequence (P07237 whole entry, looked up): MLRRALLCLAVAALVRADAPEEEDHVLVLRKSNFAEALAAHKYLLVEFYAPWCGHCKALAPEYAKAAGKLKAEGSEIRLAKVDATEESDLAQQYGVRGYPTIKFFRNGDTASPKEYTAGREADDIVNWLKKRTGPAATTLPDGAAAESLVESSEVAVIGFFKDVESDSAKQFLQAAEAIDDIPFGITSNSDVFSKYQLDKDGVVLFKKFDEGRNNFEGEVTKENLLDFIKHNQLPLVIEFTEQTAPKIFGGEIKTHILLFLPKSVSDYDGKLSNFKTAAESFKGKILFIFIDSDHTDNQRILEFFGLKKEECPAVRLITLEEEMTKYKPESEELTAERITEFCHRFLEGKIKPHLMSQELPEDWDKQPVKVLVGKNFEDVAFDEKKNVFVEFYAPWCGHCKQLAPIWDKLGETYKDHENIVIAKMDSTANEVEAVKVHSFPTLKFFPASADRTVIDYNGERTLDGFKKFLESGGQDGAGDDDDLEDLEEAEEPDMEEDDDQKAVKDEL
An asterisk follows results filed as active; ? = inconclusive; . = no result given.

SMILES	ABCB6 inh MLPCN	aDG glyco up	CaV13 ICDI inh	Cardio protect	MC4R ag barr	MC4R antag cAMP	Vif inh	m5-HT2A agonist	Glyco luc inh	PDI turbidity
O=C1C2C3C=CC(O3)C2C(=O)N1N=Cc1cccc2ccccc12 (stereo unspecified)	96.0	0.1	-11.0	-0.8	-0.9	2.7	3.3	1.8	1.2	0.3
CCc1cc2c(NC3CCCC3)ncnc2s1	88.0	1.0	-0.2	-11.8	-1.1	2.4	9.0	11.0	-4.9	-0.2
CC1=NN(C(=O)Cc2ccc([N+](=O)[O-])cc2)C(O)(C(F)(F)C(F)(F)F)C1 (stereo unspecified)	94.0	0.0	-4.4	7.3	0.1	-0.2	1.7	-12.5	-0.2	0.8
CN(Cc1ccccc1)C(=O)c1ccccc1C(=O)OCC(=O)N(Cc1ccccc1)C(C)(C)C	96.0	0.7	-4.6	0.4	-1.4	20.3	-2.1	-6.9	-3.7	3.2
COc1ccc(Cc2nnc(N/N=C/c3ccccc3O)[nH]c2=O)cc1OC	96.0	1.9	-5.8	42.3	2.3	0.3	-15.2	-4.8	-5.8	3.2
O=C(CSc1nnc(NC(=O)C2CC2)s1)Nc1ccccc1	96.0	-0.1	-3.0	-8.7	0.3	-2.8	6.3	1.4	-0.2	-8.3
CCNC(=S)N(CCN(C)C)Cc1cc2cc(OCC)ccc2[nH]c1=O	94.0	0.0	-5.1	19.7	-0.7	28.1	3.1	2.2	2.5	3.1
CC(C)CC1(C)NC(=O)NC1=O (stereo unspecified)	100.0	0.0	-2.7	-10.2	1.2	10.1	9.7	1.3	3.7	-4.8
Cc1ccc(C(C)C)c(OCCCN2CC(C)OC(C)C2)c1 (stereo unspecified)	103.0	0.6	.	4.4	1.5	-2.2	?	-8.2	-0.7	-4.4
CCOC(=O)c1nn(-c2ccc(C)c(C)c2)c(=O)c(C#N)c1C	99.0	0.1	-3.9	1.3	-0.9	4.1	4.7	3.3	1.5	-2.6
N=c1sccn1CC(=O)N1N=C(c2ccc(Cl)cc2)CC1c1ccco1 (stereo unspecified)	99.0	0.4	-2.2	-4.9	-0.9	15.0	-0.5	-9.4	-1.3	-0.2
CCOC(=O)c1c(-c2cccc([N+](=O)[O-])c2)csc1NC(=O)C1CCCCC1	104.0	0.9	.	-17.7	-2.0	0.2	1.6	-1.0	-2.4	2.7
O=C(CSc1cccc2cccnc12)N/N=C/c1ccncc1	99.0	-0.1	-6.7	5.0	-1.3	-1.2	2.9	-3.6	1.5	3.1
COc1ccc(NC(=O)C2CCN(C(=O)c3cccs3)CC2)cc1OC	104.0	0.1	-4.4	5.3	3.4	0.8	.	6.2	-0.2	-5.4
Cc1ccc(N(C(C)C(=O)O)S(=O)(=O)c2cccnc2)cc1 (stereo unspecified)	100.0	0.1	2.3	9.0	-1.0	1.0	-0.6	-3.0	-0.2	.
CCC(OC(=O)C1=Cc2ccccc2OC1)C(=O)NC1CCCC1 (stereo unspecified)	97.0	0.2	-7.3	-8.1	1.9	1.0	.	-1.0	-0.1	-7.9
CCN(CC)S(=O)(=O)c1ccc(NC(=O)CCN2C(=O)C3CC=CCC3C2=O)cc1 (stereo unspecified)	97.0	0.0	-3.4	12.7	1.4	13.9	-5.2	-0.5	2.0	-8.0
CCOC(=O)C1CCCN(C(=O)/C=C/c2ccccc2[N+](=O)[O-])C1 (stereo unspecified)	99.0	-0.3	-5.0	1.6	-3.4	-1.9	5.1	-1.8	3.0	-8.6
C=CCNC(=O)c1onc(CSc2nc3ccccc3[nH]2)c1C(=O)NCC=C	92.0	0.1	-8.1	2.4	1.1	-1.7	-1.1	2.5	0.1	-1.1
CCN(CC)C(=O)c1cc(Cl)ccn1	102.0	0.0	-6.6	-1.2	-1.8	9.4	-2.0	-5.5	0.7	-8.7
Cc1cc(=O)oc2c(CN3CCN(C)CC3)c(O)c(Cl)cc12	100.0	0.2	.	-5.1	1.4	-0.2	-15.0	-2.5	2.3	-12.4
N#C/C(=C(\O)CCl)c1nnc2n1CCCCC2	107.0	0.0	-5.5	9.5	-1.5	5.5	6.2	4.7	2.4	9.5
Cc1ccc(C)c(OCC(O)CN2CCN(CCN3C(=O)c4cccc5cccc(c45)C3=O)CC2)c1 (stereo unspecified)	104.0	1.0	-3.1	3.4	3.9	5.2	-1.8	-1.9	57.0*	-4.0
Cc1ccc(CC2(C)C(=O)Nc3c(Cl)cccc32)cc1 (stereo unspecified)	103.0	0.1	-9.0	-5.7	1.6	9.2	-3.0	-4.1	-1.4	-0.5
Cc1nc2ccc(NC(=O)C3COc4ccccc4O3)cc2s1 (stereo unspecified)	94.0	0.1	3.8	-2.7	-0.5	0.3	3.0	5.7	-0.5	7.3
Next results:
SMILES	ABCB6 inh MLPCN	aDG glyco up	CaV13 ICDI inh	Cardio protect	MC4R ag barr	MC4R antag cAMP	Vif inh	m5-HT2A agonist	Glyco luc inh	PDI turbidity
CCOC(=O)c1cc(-c2ccc(F)cc2)n(CC(=O)NCc2cccnc2)c1C	130.0	0.2	-1.5	8.1	-1.6	3.1	-2.4	-1.1	-0.6	-12.9
O=C(c1cccs1)N1CCN(S(=O)(=O)Cc2ccccc2)CC1	93.0	0.2	-4.8	4.3	0.2	1.9	-6.6	-4.2	-1.3	1.3
CN1CCN(C(=O)c2cn(C)c3ccc(S(=O)(=O)N(C)C4CCCCC4)cc3c2=O)CC1	104.0	-0.2	-10.6	1.3	0.1	-0.6	2.3	-4.0	0.2	.
Cn1cc(Br)c(NS(=O)(=O)c2ccc(Cl)s2)n1	93.0	-0.1	2.3	0.0	-1.0	9.9	9.1	1.9	2.2	-2.3
C[C@H](CO)N1C[C@H](C)[C@@H](CN(C)C(=O)Nc2ccccc2)Oc2c(NC(=O)c3ccncc3)cccc2C1=O	98.0	0.0	-4.2	-1.7	0.7	7.2	3.1	2.4	-7.7	13.9
CCOC(=O)N1CCC(NC(=O)C2CCCCN2S(=O)(=O)c2ccc(F)cc2)CC1 (stereo unspecified)	97.0	0.1	-5.2	-3.7	-1.2	13.1	5.2	6.3	0.8	3.6
CCC(CC)COC(=O)C1=C(C)NC(=O)NC1c1ccc2c(c1)OCO2 (stereo unspecified)	97.0	0.0	-6.5	-5.3	-2.4	14.5	0.3	5.5	-2.8	-5.6
CN(C1(C)CCS(=O)(=O)C1)S(=O)(=O)c1ccc(F)cc1 (stereo unspecified)	96.0	-0.2	-3.1	7.3	-3.2	-0.5	9.6	5.5	-0.3	-1.6
OCCn1c(SCCOc2ccccc2)nc2ccccc21	101.0	-0.1	.	16.6	-2.9	0.1	-5.9	-3.6	0.2	-12.6
CCOC(=O)C1=C[C@@H](C(C)(C)C)N(S(=O)(=O)c2ccc(C)cc2)[C@H]1c1ccc(C)cc1	89.0	0.3	-6.3	-6.6	.	.	.	-3.9	-10.1	.
COc1cccc(C(=O)NCCS(=O)(=O)N2CCCC2)c1	101.0	-0.1	-1.9	0.3	-3.4	9.3	-3.1	0.6	1.7	-2.5
COc1ccccc1NC(=O)C(=O)NCCC1CCCCN1S(=O)(=O)c1ccccc1 (stereo unspecified)	94.0	-0.2	-5.6	-7.5	-1.1	-0.2	-4.1	3.4	-3.6	-1.5
COc1cccc(N2CCN(c3nc(-c4ccccc4C)cc(=O)[nH]3)CC2)c1	107.0	-0.4	-9.0	1.0	0.6	-3.6	-0.6	7.2	-3.3	-2.0
NS(=O)(=O)c1ccc(CCNC(=O)c2ccc(=O)[nH]c2)cc1	95.0	0.1	-4.1	12.9	-0.2	1.6	8.3	-7.6	1.2	-1.1
Cc1ccc(NC(=S)N2CCN(Cc3ccc4c(c3)OCO4)CC2)c(C)c1	101.0	-0.1	-3.8	-2.8	-2.1	-2.8	-2.6	-7.7	-0.9	-1.7
O=C(c1cccc(NS(=O)(=O)c2cccc(F)c2)c1)N1CCCC1	103.0	-0.1	-7.8	-7.8	-1.8	-2.2	-10.1	-2.8	-0.2	-1.0
CC(=O)N1CCC(C(=O)Nc2ccc3c(c2)CCC3)CC1	94.0	-0.4	.	5.3	-3.3	0.0	-5.9	-0.5	0.2	-4.8
O=S(=O)(NCCc1ccccc1)c1ccc(Br)cc1	99.0	0.0	-20.4	-5.3	0.7	5.3	-14.8	2.6	0.9	1.6
Nc1nc(-c2cccc(F)c2)cs1	91.0	0.1	6.2	-0.8	-3.2	14.4	0.5	5.6	1.2	3.5
c1ccc2c3n(nc2c1)CCCCO3	94.0	0.2	-5.1	2.0	1.7	6.6	-1.6	5.1	-0.7	0.9
Cc1cc(C)nc(SCC(=O)NC2=NN=C(c3ccc(Br)cc3)CS2)n1	106.0	0.5	-7.9	4.4	-0.9	-5.4	-14.5	4.2	4.5	-0.6
COc1ccc(S(=O)Cc2ccc(C(=O)N3CCN(c4cccc(C)c4C)CC3)o2)cc1 (stereo unspecified)	103.0	0.0	.	-3.7	-2.0	-9.6	-4.6	-4.4	?	-5.0
Cc1ccc2nc(SCC(=O)c3c(N)n(C)c(=O)n(C)c3=O)[nH]c2c1	98.0	-0.5	-6.9	-2.4	-0.9	6.1	-3.3	-5.0	1.7	8.9
CCOC(=O)C1=NNC(C(=O)c2ccccc2)C1c1ccc(Cl)cc1 (stereo unspecified)	100.0	-0.1	-21.8	12.1	4.1	9.2	2.0	3.6	-1.7	3.2
CCc1nn(CCCC(=O)Nc2ccc(C)c(C)c2)c(=O)c2cc3occc3n12	92.0	0.0	-4.6	7.2	0.0	4.5	-3.5	6.2	-2.3	-2.9
Remaining list, next part
SMILES	ABCB6 inh MLPCN	aDG glyco up	CaV13 ICDI inh	Cardio protect	MC4R ag barr	MC4R antag cAMP	Vif inh	m5-HT2A agonist	Glyco luc inh	PDI turbidity
COc1ccc(C)cc1NC(=O)CN1CCN(S(=O)(=O)c2ccc3ccccc3c2)CC1	95.0	-0.1	-2.3	-2.4	-0.6	11.2	-11.3	-2.0	-6.1	7.1
COCc1cc(CN2CCCC(C(=O)Nc3ccc(-c4ccco4)cc3)C2)ccc1OC (stereo unspecified)	114.0	0.5	-1.8	7.9	-3.4	-9.9	23.1	-16.5	-2.2	7.3
O=C(O)c1cccc(NC(=S)NC(=O)c2ccc3ccccc3c2)c1	98.0	0.2	-9.7	-11.3	2.2	13.1	-5.1	7.6	-6.3	-5.2
Cc1ccc(S(=O)(=O)c2c(COC(=O)c3ccccc3Cl)c(-c3ccccc3)nn2C)cc1	95.0	-0.1	-5.0	-14.7	1.2	9.0	-10.2	-7.2	-6.1	-9.7
O=C(COc1ccc(S(=O)(=O)N2CCOCC2)cc1)Nc1ccccc1F	100.0	0.1	-1.9	-0.6	-3.4	6.7	10.0	7.2	0.9	-4.9
Cc1ccc(NC(=S)c2ccc3ccccc3n2)c(C)c1	88.0	-0.4	-6.6	-7.8	-2.9	2.4	7.1	10.5	-2.1	4.3
